# Source: PubChem (several laboratories)
# Kir21 inh: blocks the mouse Kir2.1 inward-rectifier potassium channel | AID 1672 | B-score at 10 µM | HEK293-Kir2.1, FluxOR thallium flux fluorescence; hits give low values | actives 0.85% (n = 310,000);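 active means fluorescence ratio B-score at or below minus 3 SD of library scores, with starting-brightness B-score within 2 SD, cut at about -4.2 in these data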;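 further: channel flux triggered by added potassium and thallium sulfate stimulus; B-score of peak minus minimum fluorescence over baseline after thallium stimulus; more negative B-score means stronger Kir2.1 block with less thallium influx; some compounds called inactive have numbers as strong as hits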
# Target sequence (P35561 whole entry, looked up): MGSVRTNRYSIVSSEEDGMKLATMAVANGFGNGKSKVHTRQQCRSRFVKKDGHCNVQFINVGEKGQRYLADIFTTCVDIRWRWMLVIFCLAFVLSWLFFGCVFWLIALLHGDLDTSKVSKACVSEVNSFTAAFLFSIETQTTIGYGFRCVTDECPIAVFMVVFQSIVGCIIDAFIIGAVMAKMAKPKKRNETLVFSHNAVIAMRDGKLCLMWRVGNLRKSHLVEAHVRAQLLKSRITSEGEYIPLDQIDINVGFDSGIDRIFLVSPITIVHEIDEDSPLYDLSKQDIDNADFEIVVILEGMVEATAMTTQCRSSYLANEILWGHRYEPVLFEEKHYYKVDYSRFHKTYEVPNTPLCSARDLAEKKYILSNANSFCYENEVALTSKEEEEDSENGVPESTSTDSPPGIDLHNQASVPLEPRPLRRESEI
# STK33 kinase inh: blocks human STK33 kinase activity | Q9BYT3 | actives 0.073% (n = 320,000) | inhibition, % at 10 µM | purified STK33, MBP phosphorylation, ADP-Glo luminescence;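 active means inhibition at or above 25%, using the most active replicate where run in duplicate; inactive means inhibition below 25%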
# Target sequence (Q9BYT3 whole entry, looked up): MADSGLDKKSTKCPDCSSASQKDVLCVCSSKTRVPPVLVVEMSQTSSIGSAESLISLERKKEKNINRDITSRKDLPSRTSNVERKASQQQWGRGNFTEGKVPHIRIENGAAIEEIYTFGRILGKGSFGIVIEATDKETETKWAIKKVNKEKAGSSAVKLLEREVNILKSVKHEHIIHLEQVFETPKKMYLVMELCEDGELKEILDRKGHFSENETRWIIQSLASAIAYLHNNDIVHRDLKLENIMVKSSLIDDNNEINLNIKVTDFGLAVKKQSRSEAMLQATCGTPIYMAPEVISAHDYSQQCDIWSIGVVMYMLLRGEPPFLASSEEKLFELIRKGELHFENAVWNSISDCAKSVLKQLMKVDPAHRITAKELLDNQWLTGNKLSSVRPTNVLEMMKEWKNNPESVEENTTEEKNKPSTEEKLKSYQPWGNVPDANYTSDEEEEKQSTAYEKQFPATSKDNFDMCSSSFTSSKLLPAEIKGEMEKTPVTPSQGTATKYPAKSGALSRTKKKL
# KCNQ2 inh: KCNQ2 channel blockers in CHO-K1 cells – cell-based, FluxOR thallium flux, B-score, primary screen (AID 2156) | O88943 | 20 min; hits give low values | B-score at 10 µM | actives 1.1% (n = 310,000);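 active means fluorescence ratio B-score at most minus 3 library SDs, with starting brightness B-score within 2 library SDs, cut at about -5.5 in these data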
# The depositor's hits bear a star; i = inactive; x = no result given.
# The opening four compounds, ahead of the listing:
Molecule,Kir21 inh,STK33 kinase inh,KCNQ2 inh
O=C(NCc1ccccn1)C1CC(=O)N(C2CCCC2)C1 (stereo not given),-0.23,x,i
CNc1nc(N2CCc3ccccc32)ncc1F,-0.19,1.2,i
O=C(COC(=O)[C@@H]1CCCN1C(=O)c1cccs1)Nc1ccc(F)cc1[N+](=O)[O-],0.57,-1.5,i
CCn1c(=S)sc2c(=O)[nH]c(C)nc21,0.61,2.6,i

# Main list, from the first entry:
Molecule,Kir21 inh,STK33 kinase inh,KCNQ2 inh
O=C(NCc1ccccn1)C1CC(=O)N(C2CCCC2)C1 (stereo not given),-0.23,x,i
CNc1nc(N2CCc3ccccc32)ncc1F,-0.19,1.2,i
O=C(COC(=O)[C@@H]1CCCN1C(=O)c1cccs1)Nc1ccc(F)cc1[N+](=O)[O-],0.57,-1.5,i
CCn1c(=S)sc2c(=O)[nH]c(C)nc21,0.61,2.6,i
Fc1cccc(Cl)c1CSc1nnnn1-c1ccc2c(c1)OCO2,-0.03,-2.6,i
COc1ccc(-n2cccc2C=O)cc1,1.1,0.2,i
Cc1cc(C)c(S(=O)(=O)N2CCCOC2CNC(=O)C(=O)NCc2ccccn2)c(C)c1 (stereo not given),0.02,0.8,i
O=C(NCc1n[nH]c(=S)n1-c1ccc(Cl)c(Cl)c1)c1ccco1,-0.03,-0.3,i
COC(=O)c1ccccc1NC(=O)CSc1nnc(-c2cccnc2)n1N,-0.94,-1.4,i
CCc1ccc(NC(=O)c2c(C(=O)Nc3ccccc3)sc3nc(C)cc(=O)n23)cc1,-0.17,-0.8,i
CCn1c(Cc2ccccc2)nnc1SCC(=O)Nc1ccc2c(c1)OCO2,-0.41,-1.4,i
Cc1cnc(C(=O)OCC(=O)c2csc(N3CCCCC3)n2)cn1,-0.62,-0.6,i
COc1ccc(-c2nc(CSCC(=O)NC3CC3)c(C)o2)cc1OC,0.14,-1.5,i
CCCNC(=O)c1cccc(COc2ccccc2OC)c1,1.5,0.5,i
S=C(NC1CCCC1)NC1CC1,-0.01,0.4,i
COc1ccc(CN2C(=NC(=O)CCC3CCCC3)SC3CS(=O)(=O)CC32)cc1 (stereo not given),1.4,-0.8,i
C=CCn1c(SCC(=O)Nc2ccccc2OC)nc2c([nH]c3ccccc32)c1=O,-1.9,-0.7,i
CCN1CCN(c2nc3c(C)cccn3c(=O)c2C=C(C#N)C#N)CC1,0.5,-0.2,i
OCC[C@H]1C[C@H](O)[C@@H](O)[C@@]2(CCCO2)O1,0.04,-0.4,i
Cc1occc1C(=O)N(C)Cc1nc(-c2ccc(Cl)cc2)no1,-0.92,0.0,i
O=C(COC(=O)Cc1ccccc1[N+](=O)[O-])NCC1CCCCC1,-0.02,1.2,i
O=C(COC(=O)c1ccc(Br)o1)NCCc1ccccc1,0.73,-0.3,i
O=C(CCNC(=O)c1ccc(Br)cc1)NNC(=O)C1COc2ccccc2O1 (stereo not given),0.77,-0.1,i
Nc1cc(Cl)ccc1C(=O)OCC(=O)NC1CCCCC1,1.1,x,i
N#Cc1ccc(C(=O)Nc2ccc(N3CCN(C(=O)c4ccco4)CC3)cc2)c(F)c1,1.4,-0.3,i
O=C(CCN1C(=O)c2ccccc2C1=O)Nc1ccccn1,0.53,-0.9,i
COc1ccc(N2CCN(C(=O)c3ccncc3)CC2)cc1,-0.55,-1.0,i
CCc1ccc(-c2cc(C)no2)cc1S(=O)(=O)NCCc1ccc(OC)c(OC)c1,-4.4*,1.5,i
CSCCC(NC=C1C(=O)OC(C)(C)OC1=O)C(=O)O (stereo not given),2.6,-0.9,i
CCCCn1c(SCC(=O)NCc2ccco2)nnc1-c1ccco1,-1.4,-2.4,i
COc1ccc(CNC2CC(=O)N(C)C2=O)cc1 (stereo not given),0.5,-0.9,i
O=C(Nc1nc2c(F)cc(F)cc2s1)C1CC(=O)N(Cc2ccco2)C1 (stereo not given),-0.45,-0.4,i
COc1ccc(C)cc1NC(=O)C(OC(=O)c1cc(C)oc1C)c1ccccc1 (stereo not given),0.64,-0.8,i
Cn1c(CN2CCOCC2)nnc1SCC(=O)Nc1nccs1,-1.4,-0.5,i
CC(C)(C)C(=O)NC1(C(F)(F)F)N=C2SCCN2C1=O (stereo not given),-0.59,-1.2,i
CC1CCCCC12NC(=O)N(CC(=O)NC(=O)Nc1ccc3c(c1)OCCO3)C2=O (stereo not given),-0.53,-1.6,i
C=CCSc1nnc2nc3[nH]c4c(C)cccc4c3nn12,2.4,-0.6,i
Cc1sc2ncn(CC(=O)NCCCN3CCC(C)CC3)c(=O)c2c1S(=O)(=O)N1CCC(C)CC1,-0.87,-0.6,i
O=C1NC(=Nc2ccc(Cl)cc2)/C(=C/c2ccco2)S1,0.92,2.4,i
CCOC(=O)C1CCN(C(=O)CN2C(=O)C(CC)Oc3ccccc32)CC1 (stereo not given),0.44,-1.0,i
Cc1ccc(S(=O)(=O)N2CCOCC2)cc1C(=O)OC1CCCCC1=O (stereo not given),0.09,-3.7,i
COc1ccc2[nH]c(CN3CCN(CCC(C)C)C(CCO)C3)c(C)c2c1 (stereo not given),0.93,-1.6,i
CN(C)C(=O)C1C2NC(=S)N(c3ccc(Cl)cc3)C1(C)Oc1ccc(Cl)cc12 (stereo not given),0.79,0.5,i
C=CCNC(=S)N1CCN(c2cc3c(cc2F)c(=O)c(C(=O)O)cn3CC)CC1,-0.16,-0.2,i
O=C(NCc1cccs1)c1ccc(Cl)c(S(=O)(=O)N2CCCC2)c1,-1.4,-0.8,i
O=C1CN(C(=O)CNCc2cccc(Cl)c2)c2ccccc2N1,-0.15,-3.0,i
CC(=O)Nc1ccccc1-c1nnn(CC(=O)Nc2ccc3c(c2)OCCO3)n1,0.23,0.1,i
CC(C)Oc1ccc(Cn2c(=O)oc3ccccc32)cc1,-0.02,1.2,i
COc1ccc(COC(=O)C2=C(C)NC(=O)NC2c2ccc(OC)cc2)cc1 (stereo not given),-1.3,7.1,i
Cc1ccc(C)c2c1cc(C)c1nnc(SCC(=O)N3CCCc4ccccc43)n12,-0.78,-0.7,i
NC(=O)CSc1nccn1Cc1ccccc1,-1.1,-1.1,i
Cc1ccc(C2(C(F)(F)F)NC(=O)N3N=C4CCCCCN4C3=C2C#N)cc1 (stereo not given),-0.92,1.1,i
COc1cc(C(Nc2ccccn2)c2c(NC(=O)c3ccco3)sc(C)c2C)cc(OC)c1OC (stereo not given),0.4,-0.5,i
Cc1ccc[n+](CC(=O)c2ccccc2)c1,1.4,-1.3,i
COc1ccc(CN(C)C(=O)C2CCN(C(=O)Nc3ccccc3)CC2)cc1,-1.6,x,i
O=C(O)c1ccc(/C=N/Nc2ncc(C(F)(F)F)cc2Cl)cc1,-1.3,-0.6,i
CCOc1ccccc1N1CCN(C(=O)c2cccc(-c3ccc(O)cc3)c2)CC1,-0.75,-0.1,i
CCn1cc(C(=O)NCCC2=CCCCC2)c(=O)c2cc(S(=O)(=O)N(C)C)ccc21,0.53,0.9,i
Cc1cccc(NC(=O)C(=O)NCC2CCCN2S(=O)(=O)c2cccs2)c1C (stereo not given),-0.45,-0.8,i
COCCCNC(=O)Nc1ccc(F)cc1F,1,-6.4,i

# Single records, from the list above.
# NC(=O)CSc1nccn1Cc1ccccc1 is listed as Kir21 inh: -1.1; STK33 kinase inh: -1.1; KCNQ2 inh: i
# Cc1ccc(C2(C(F)(F)F)NC(=O)N3N=C4CCCCCN4C3=C2C#N)cc1 (stereo not given) is listed as Kir21 inh: -0.92; STK33 kinase inh: 1.1; KCNQ2 inh: i

# Later entries:
Molecule,Kir21 inh,STK33 kinase inh,KCNQ2 inh
O=C(Nc1ccc(O)c2c(=O)cc(-c3cccc(Cl)c3)oc12)c1ccccc1Cl,2.4,-0.2,i
CN(CCOc1cccc2ccccc12)Cc1ccccc1,-0.04,-0.1,i
Cc1ccc(NC(=O)COC(=O)CCc2nc3ccccc3c(=O)[nH]2)cc1Cl,-1.1,0.6,i
Cc1ccc(-c2cc[n+](Cc3ccccc3)cc2)cc1,-2.7,-0.4,i
O=C(CCCc1ccccc1)Nc1ccnn1C1CCN(Cc2ccccc2)CC1,-2.8,-1.3,i
Cc1cc(C)n2nc(C(=O)NNC(=O)c3ccccc3)nc2n1,1.6,0.1,i
COC(=O)c1cc(Cl)c(NC(=O)c2cc3ccccc3o2)cc1OC,0.01,-0.8,i
COc1cc(CNc2ccc3[nH]c(=O)[nH]c3c2)ccc1OCc1ccc(F)cc1,-0.54,0.3,i
CCCn1nnnc1NCc1ccccc1OCc1cccs1,-2.5,1.2,i
CCn1c(Oc2ccccc2C)nc2c1c(=O)n(C)c(=O)n2C,-0.02,5.9,i
Cc1ccc(S(=O)(=O)NCC(=O)N2CCOCC2)cc1,0.13,-1.3,i
CC1CCCN(C(=O)CSc2nc3ccccc3o2)C1 (stereo not given),-1.9,-3.7,i
CC1(C)CC(=O)C(C=NCCN2CCNCC2)=C(O)C1,-1.8,0.1,i
CC1CN(C(=O)CSc2nc(-c3ccc(F)cc3)cs2)CC(C)O1 (stereo not given),0.05,0.1,i
Nc1ccc(-c2nnc(-c3ccc(N)cc3)o2)cc1,1.4,2.6,i
CCCc1cc(=O)oc2cc(OC(=O)CN3C(=O)NC4(CCCC4)C3=O)ccc12,-0.82,-2.0,i
COc1ccccc1N(CC(=O)NCCSCc1ccco1)S(=O)(=O)c1ccccc1,-2.4,-0.2,i
COc1ccc(/C=N/NC(=O)c2ccc(C)nc2)cc1O,1.8,0.0,i
Cc1cc(NC(=O)CSc2nccn2-c2cccc(Cl)c2)no1,-1.8,-1.5,i
COc1ccc(OC)c(C2=NOC(C(=O)NCC3CCCO3)C2)c1 (stereo not given),0.86,-0.5,i
COC(=O)C1=C(C)N(Cc2ccccc2)C(=NCc2cccc(C(F)(F)F)c2)N[C@H]1c1cccc(F)c1,-5.6*,0.0,i
CCCCc1ccc(-c2nc(-c3ccncc3)no2)cc1,0.4,-3.5,i
Clc1cccc(CNc2nc(-c3cccnc3)nc3ccccc23)c1,-0.82,x,i
CCc1ccc(C(=O)COC(=O)C(CCSC)NC(=O)c2ccccc2)cc1 (stereo not given),-1.6,-0.9,i

# Just STK33 kinase inh, for some of the entries so far:
structure	STK33 kinase inh
COc1ccc(/C=N/NC(=O)c2ccc(C)nc2)cc1O	0.0
Cc1cc(NC(=O)CSc2nccn2-c2cccc(Cl)c2)no1	-1.5
COc1ccc(OC)c(C2=NOC(C(=O)NCC3CCCO3)C2)c1 (stereo not given)	-0.5

# Carrying on.
Molecule,Kir21 inh,STK33 kinase inh,KCNQ2 inh
CCN(C(=O)Cn1cc(C(F)(F)F)ccc1=O)c1c(N)n(Cc2ccccc2)c(=O)[nH]c1=O,0.35,4.4,i
CCCCn1c(CN2CCN(C)CC2)nc2ccccc21,-0.68,1.0,i
COC(=O)c1cc(C)sc1NC(=O)CN1CCN(C(=O)c2ccco2)CC1,-1.1,-1.2,i
COC(=O)c1ccc(NS(=O)(=O)c2cc(C)ccc2OC)cc1,0.13,-4.6,i
Cn1c(N)c(C(=O)COC(=O)COc2ccc(C#N)cc2)c(=O)n(C)c1=O,-0.64,0.7,i
O=C(COc1ccccc1[N+](=O)[O-])N1CCN(S(=O)(=O)c2ccccc2)CC1,-0.96,-0.3,i
Cn1ccnc1C(=O)c1ccc(Cl)c(S(=O)(=O)N2CCOCC2)c1,0.45,x,i
c1ccc(-c2ccccc2OCCCN2CCCCC2)cc1,-3.3,-0.7,i
COC(=O)c1cnc(NNS(=O)(=O)c2ccc(Cl)cc2)nc1C(F)(F)F,0.54,-1.8,i
CC(NC(=O)CCc1ccccc1)c1ccc2c(c1)OCO2 (stereo not given),0.34,-1.9,i
CC(=O)Nc1ccc(S(=O)(=O)NNc2ccc([N+](=O)[O-])cc2)cc1,1.3,-0.5,i
COCc1cc(=O)n2[nH]c(C)nc2n1,0.58,-1.1,i
Cc1ccc(C(C(=O)NC2CCCC2)N(C(=O)Cc2cccs2)c2ccc(C)c(C)c2)o1 (stereo not given),-1.6,-0.3,i
COc1cc(C(=O)O)ccc1OCc1ccncc1,-0.18,-2.1,i
Cc1c(CCC(=O)O)c(=O)oc2cc(OCc3ccccc3Br)ccc12,-0.36,-1.3,i
O=C(Nc1ccncc1)c1c(F)cccc1F,2.5,6.6,i
CC(=O)Nc1nnc(SCc2cc(=O)c(OC(=O)c3ccccc3)co2)s1,-1.3,-1.6,i
COc1cccc(C(=O)n2ccc(-c3cccs3)n2)c1,0.64,-0.8,i
NC(=O)c1ccc(Sc2nnc(-c3cccs3)n2CC2CCCO2)c([N+](=O)[O-])c1 (stereo not given),-2.1,0.0,i
Cc1c(C(=O)NCc2cccs2)oc2ccc(S(=O)(=O)N3CCOCC3)cc12,1.9,-1.0,i
CC1=NN(c2ccc(S(=O)(=O)O)cc2C)C(=O)C1,-0.83,-1.0,i
COc1ccc(-c2nn3c(=O)c(C)nnc3s2)cc1,2.3,-0.8,i
O=C(c1ccccc1)C1CCN(c2ncccc2[N+](=O)[O-])CC1,-0.91,-2.1,i
CC(C)CN1CCC(=O)N(CCSc2ccccc2)CC1,-0.51,7.1,i
CCOC(=O)CN1C(=O)N[C@@H](c2ccccc2)[C@@H](C(=O)OC)[C@H]1C,-0.02,0.6,i
